# Source: PubChem BioAssay (several laboratories)
# STK33 kinase inh: inhibitors of human STK33 kinase. Q9BYT3. purified STK33, MBP phosphorylation, ADP-Glo luminescence. inhibition, % at 10 µM. hit rate 0.073% among 320,000. AID 2661;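 active means inhibition at or above 25%, using the most active replicate where run in duplicate; inactive means inhibition below 25%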
# Target sequence (Q9BYT3 whole entry, looked up): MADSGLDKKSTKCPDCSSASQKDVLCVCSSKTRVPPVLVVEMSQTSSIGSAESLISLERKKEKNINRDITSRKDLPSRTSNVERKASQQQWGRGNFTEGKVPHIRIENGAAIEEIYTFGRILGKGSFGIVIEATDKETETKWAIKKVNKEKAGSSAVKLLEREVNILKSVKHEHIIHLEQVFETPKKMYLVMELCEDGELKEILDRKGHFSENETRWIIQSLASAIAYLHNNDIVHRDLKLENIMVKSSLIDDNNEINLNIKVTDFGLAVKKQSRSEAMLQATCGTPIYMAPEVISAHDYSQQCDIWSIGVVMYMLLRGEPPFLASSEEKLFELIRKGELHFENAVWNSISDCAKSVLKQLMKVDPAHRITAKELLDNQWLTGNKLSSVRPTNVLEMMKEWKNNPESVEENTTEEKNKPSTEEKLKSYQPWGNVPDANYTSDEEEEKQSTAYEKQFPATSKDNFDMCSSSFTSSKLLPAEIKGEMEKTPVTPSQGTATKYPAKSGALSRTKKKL
# OX1R antag-1: OX1R (human) antagonism; OX1R-expressing cells, FRET antagonist read-out; hit rate 1.8% among 330,000; inhibition, % at 6.6 µM; AID 485270; in the data active means inhibition mostly above about 38%, no sharp cut-off; inactive means mostly below about 40%;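 further: 0% = agonist challenge alone and 100% = reference antagonist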
# Target sequence (O43613 whole entry, looked up): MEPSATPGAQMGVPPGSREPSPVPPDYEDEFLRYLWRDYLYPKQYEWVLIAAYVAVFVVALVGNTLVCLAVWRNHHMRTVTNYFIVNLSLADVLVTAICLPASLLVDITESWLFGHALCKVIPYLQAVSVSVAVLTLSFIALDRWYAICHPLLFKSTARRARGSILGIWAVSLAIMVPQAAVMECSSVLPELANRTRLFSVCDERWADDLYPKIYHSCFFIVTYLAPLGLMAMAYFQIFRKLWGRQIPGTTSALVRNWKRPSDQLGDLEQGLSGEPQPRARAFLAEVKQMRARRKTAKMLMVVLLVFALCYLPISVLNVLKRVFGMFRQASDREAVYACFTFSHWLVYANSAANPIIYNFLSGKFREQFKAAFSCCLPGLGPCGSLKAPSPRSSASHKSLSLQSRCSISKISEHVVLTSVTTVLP
# OX1R antag-2: human HCRTR1 antagonism. O43613. CHO/OX1R cells, Fluo-8 calcium fluorescence, orexin A. inhibition, % at 5 µM. hit rate 0.43% among 330,000. AID 434989;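 active means inhibition above its plate's threshold, mean inhibition of all tested compounds on the plate plus 3 SD, cut at about 37% in these data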;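 further: 0% = orexin A challenge wells and 100% = SB-334867-A antagonist wells; not every result past the cut was called active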
# Numbers without * were called inactive; · = not tested or not shown.
# Below each SMILES: STK33 kinase inh, OX1R antag-1, OX1R antag-2
Cc1ccc(NC(=O)Cc2nnc(SCC(=O)Nc3ccccc3)n2C)cc1
  -2.4, 2.3, -5.5
COc1ccc(-c2ncncc2-c2ccc(Cl)cc2)c(O)c1
  0.7, 17.8, -34.6
CN1CCN(C(=O)CN(C)S(=O)(=O)c2ccc(F)cc2)CC1
  -0.3, 7.8, -6.8
COc1cc(SC)ccc1C(=O)OCC(=O)N1CCCC1
  0.0, 12.8, -6.4
Cc1occc1C(=O)NNC(=S)NCc1ccc(Cl)cc1
  -1.5, 6.7, -22.9
N#C/C(=C/c1ccc(OCc2ccc(C(=O)O)cc2)c(Br)c1)c1cccc(F)c1
  -0.7, 11.3, -9.9
O=C(CC1C(=O)NCCN1CC1CCCCC1)NCc1ccc(Cl)cc1 (stereo not given)
  -1.0, 0.5, -25.6
CC(C)CC(=O)N1CCN(S(=O)(=O)c2ccccc2)CC1
  -0.5, 5.4, 8.9
O=C1CCCCCC1C1(O)C(=O)Nc2ccccc21 (stereo not given)
  -1.0, 14.7, 4.7
O=C(O)CCSC1CC(=O)N(c2ccccc2)C1=O (stereo not given)
  -0.5, 3.9, -20.6
Cc1cccn2c(=O)c3cc(C(=O)NCCc4ccccc4)c(=N)n(Cc4ccco4)c3nc12
  -0.8, 14.0, -26.7
COc1ccccc1OCc1nnc(SCC(=O)NCc2ccco2)n1-c1ccccc1
  -0.2, 7.2, -23.2
COc1nc(Nc2ccccc2F)nc(OC)n1
  -1.0, 1.2, -1.4
Cc1ccccc1-n1c(SCC(=O)Nc2ccc3c(c2)OCO3)nnc1-c1ccccn1
  7.9, 2.0, -24.9
CCCOc1c(OC)cccc1C1CC(=O)Nc2cc(OC)c(OC)c(OC)c21 (stereo not given)
  1.7, 28.8, -23.4
O=C(CN1C(=O)NC2(CCCCC2)C1=O)NCc1cccs1
  -1.9, -3.4, -6.7
Cc1ccc(C(=O)NCC(=O)Nc2ccc3c(c2)OCCO3)cc1
  0.1, 29.1, -22.9
C#CCn1c(S(=O)(=O)Cc2ccc(F)cc2)nc(-c2ccccc2)c1-c1ccccc1
  -2.1, 40.1*, -19.8
O=C(Nc1nc(-c2ccc(-c3ccccc3)cc2)cs1)c1cc([N+](=O)[O-])ccc1N1CCOCC1
  -0.6, 4.6, -4.9
COc1ccccc1-c1nc2n(n1)C(c1ccccc1Cl)C(C(N)=O)=C(C)N2 (stereo not given)
  -1.6, 14.9, -19.8
Cc1nc(NC(=O)COC(=O)C2CC2C)c(Cl)cc1Cl (stereo not given)
  -0.4, 1.9, -24.2
CCCCC(=O)NC(N1CCCCC1)C(Cl)(Cl)Cl (stereo not given)
  -0.7, 16.9, -0.5
COc1cccc(C(=O)COC(=O)C2CC(=O)N(c3ccc(Oc4ccccc4OC)cc3)C2)c1 (stereo not given)
  -0.3, 0.8, -11.4
COc1ccccc1CNC(=O)CN(CCc1ccccc1)S(C)(=O)=O
  -0.2, 26.6, -32.3
CC(C)N(C(=O)COc1ccc(Br)cc1Cl)C(C)C
  -2.8, 22.4, -16.1
CS(=O)(=O)N(CC(=O)Nc1cccc(F)c1)c1cccc([N+](=O)[O-])c1
  -3.8, 8.5, 10.5
COc1cc2[nH]c3c(N4CCN(c5ccccn5)CC4)ncnc3c2cc1OC
  1.7, 47.7, -19.7
COc1ccc(C(=O)OCC(=O)NC(=O)NC2CCCC2)cc1[N+](=O)[O-]
  1.3, 6.8, -10.1
O=C(CNc1ccccc1C(=O)O)c1ccccc1
  -0.4, 8.6, -15.1
CCc1ccc(OCC(=O)NC(NC(=S)Nc2ccc(C)cc2C)C(Cl)(Cl)Cl)cc1 (stereo not given)
  -0.5, 51.5, -35.9

# Following part.
# Below each SMILES: STK33 kinase inh, OX1R antag-1, OX1R antag-2
C#CCOCCOCCOCCNc1nc(N2CCN(C(=O)[C@H]([C@@H](C)CC)n3cc([C@@H](N)Cc4ccc(O)cc4)nn3)CC2)nc(N2CCN(C(=O)[C@H](CCCCN)n3cc([C@@H](N)C(C)CC)nn3)CC2)n1 (stereo not given in full)
  -1.6, 24.2, 1.1
CC(C)Oc1ccc(C(CC(=O)NCCCN(C)C)c2ccc(F)cc2)cc1 (stereo not given)
  -2.0, 10.1, -32.1
CC(=O)c1ccc(N2C(=O)[C@@H]3[C@H](C2=O)[C@H]2c4ccccc4C=NN2[C@@H]3C(C)=O)cc1
  0.9, 27.6, -16.0
CCOC(=O)CCSCC(=O)N1N=C(c2cccs2)CC1c1ccc(C)cc1 (stereo not given)
  0.2, 2.4, -37.3
CN1CCN(S(=O)(=O)c2ccc(N(C)Cc3c(F)cccc3Cl)nc2)CC1
  -2.6, 4.4, 11.6
CCCCOC(=O)C1=C(C)Nc2ncnn2C1c1ccc(OC)c(OC)c1OC (stereo not given)
  -0.7, 8.9, -17.1
COc1ccc(-n2ncc3c2CC(C)(C)CC3NC(=O)CCc2c(C)nn(C)c2C)cc1 (stereo not given)
  -2.0, 45.5, -29.4
CC(C)C(c1nnnn1C1CCCCC1)N1CCCc2ccccc21 (stereo not given)
  0.5, -1.4, -30.2
COC(=O)c1c(-c2ccc(OC)c(OC)c2)csc1N
  0.8, 21.3, -18.0
Cc1c(C)n(CCC#N)c2ccc(Cl)cc12
  -0.2, 9.2, -12.2
Cc1cccc(N(CC(=O)NC(C)(C)C)C(=O)CCC(=O)Nc2nccs2)c1
  3.3, -0.7, -24.6
CCN1C(=O)N(C)C2(c3ccccc3)N(C)C(=O)N(C)C12c1ccccc1 (stereo not given)
  3.4, 19.7, -24.9
Cc1cc(=O)n2nc(N3CCC(C(=O)NCC(C)c4ccccc4)CC3)sc2n1 (stereo not given)
  0.8, 7.1, -15.1
CCOC(=O)C1CCN(C(=O)c2sc3ncnc(N4CCC(C)CC4)c3c2C)CC1
  0.1, 10.3, -34.3
Cn1cnc2ccc([N+](=O)[O-])cc2c1=O
  ·, 75.1*, -12.6
COc1ccc(CC(=O)NNC(=O)c2ccoc2C)cc1OC
  -1.9, 3.0, -4.4
C/C(=N/NS(=O)(=O)c1ccc(CC(C)C)cc1)c1ccncc1
  -2.4, 7.9, 0.3
CN(CC(=O)Nc1cccc2ccccc12)C(=O)c1ccc(F)cc1F
  1.5, 5.5, -9.3
Cn1ccnc1Sc1nnnn1-c1ccccc1
  0.7, 4.7, 2.9
O=C(CN1CCc2cc3c(cc2C1)OCCCO3)Nc1ccc(F)cc1
  -0.5, 19.4, -44.7
CCCn1c(SCC(=O)NNC(=O)c2ccc(C)cc2)nnc1C(C)C
  -2.4, 18.9, -14.7
CC(=O)c1ccccc1NC(=O)CCNC(=O)c1ccco1
  -0.4, 17.1, -6.8
S=c1[nH]c2ccccc2o1
  -2.1, 5.1, -7.2
CC(=O)N1CCN(Cc2nc(C(c3ccccc3)c3ccccc3)no2)CC1
  -1.4, 6.3, -30.1
Cc1ccc(CCNC(=O)CN2CCN(Cc3ccccc3F)C2=O)cc1
  -0.8, 21.9, -19.9
CN(C)c1ccc(C(C(=O)NCC2CCCO2)N(C(=O)c2snc(C(N)=O)c2N)c2ccccc2)cc1 (stereo not given)
  -0.7, 8.8, -4.2
CCOc1ccc(CN(C)C(=O)CNC(=O)c2ccc(Br)o2)cc1OC
  -0.6, 29.5, -7.5
O=C(NCc1ccccc1)C12CC3CC(CC(Cl)(C3)C1)C2
  -0.9, 10.7, -23.4
O=C(CCC1CCCC1)NNC(=O)c1ccccc1O
  -2.4, 13.8, 2.4
COc1cc([N+](=O)[O-])ccc1NC(=O)CSc1nncn1-c1cccnc1
  -1.0, 21.3, -3.0

# (further entries)
# Below each SMILES: STK33 kinase inh, OX1R antag-1, OX1R antag-2
CCN(CC)C(=O)C1CCCN(c2ccc([N+](=O)[O-])cc2/C=N/NC(=O)c2cccc(O)c2)C1 (stereo not given)
  -0.4, 33.5, -39.0
CC(=O)Nc1ccc2c(c1)C(=O)N(c1cccc3ccccc13)C2=O
  0.8, 11.5, -8.9
OC(CC1CC12c1ccccc1-c1ncccc12)(c1ccccc1)c1ccccc1 (stereo not given)
  -0.9, 18.4, -16.1
CCNc1nc(Cl)nc(N(NC(C)=O)C(C)CC)n1 (stereo not given)
  -0.4, 6.2, 6.1
c1ccc(N2CCN(c3nc(-c4cccs4)nc4ccccc34)CC2)cc1
  -2.3, 25.9, 2.6
COc1ccc(CNC(=O)CN2C(=O)NC3(CCCCCCC3)C2=O)cc1
  -2.7, 9.1, -2.9
CCOC(=O)CSc1cc(C)nc2ccc(OC)cc12
  1.2, 27.3, -33.0
Cc1c(O)ccc(C(=O)CN2CCN(Cc3ccc4c(c3)OCO4)CC2)c1O
  -1.8, 6.7, -3.4
CC1CCCN(c2ccc(C(=O)OCC(=O)N3c4ccccc4Sc4ccccc43)cc2[N+](=O)[O-])C1 (stereo not given)
  -0.4, 20.4, -14.0
CCCCCCOc1ccc(-c2ccc(C#N)cn2)cc1
  -1.3, 14.2, -5.2
CCC(CC)COC(=O)C1=C(C)NC(=O)NC1c1cc(OC)ccc1OC (stereo not given)
  -2.0, 18.8, -23.7
Cc1cccc(C(=O)Nc2ccc(NC(=O)Cc3ccc(Cl)cc3)cc2)c1
  -0.9, 7.6, 6.7
COc1ccc(-n2c(SC3CCOC3=O)nc3ccccc3c2=O)cc1Cl (stereo not given)
  -0.7, 25.0, -17.7
CC(=O)Nc1ccc2c(c1)nc1n2CCOC1
  -0.9, 2.4, -1.6
CC1(C)CC(=O)C=C(NNC(=O)c2ccccc2)C1
  -1.5, 8.7, -11.8
Cc1nc2ccc(C(=O)NCc3ccc4c(c3)OCO4)cc2s1
  0.2, 43.2, -12.8
O=C(NCC(=O)N1CCN(C(=O)c2ccco2)CC1)c1ccc(Br)cc1
  -2.3, 12.1, -2.2
O=C(NCc1cccnc1)C1CCN(S(=O)(=O)N2CCC3(CC2)OCCO3)CC1
  -1.6, 8.0, -19.5
COc1ccc(C(C)=O)cc1COC(=O)c1ccc(C)c(S(=O)(=O)N2CCOCC2)c1
  -1.4, 6.2, -15.0
C=CCC1(CC=C)CCCN1C(=O)CC1C(=O)NCCN1Cc1ccccc1OC (stereo not given)
  -0.9, 11.8, -26.7
CCCCCCCC(=O)N/N=C(/C)c1c(O)cc(C)oc1=O
  -1.3, -2.4, -14.1
COC(=O)[C@@]12CCCCN1[C@H](c1ccc(-c3cc(C(C)=O)cs3)c(OC)c1)[C@H]1C(=O)N(C)C(=O)[C@H]12
  0.2, 35.6, -5.8
O=C(NNc1cccc(Cl)n1)c1c(F)cccc1F
  -0.8, 6.8, -1.6
CCOc1ccc(CC(=O)Nc2cc(=O)n(C)c(=O)n2C)cc1
  -2.3, 18.2, -17.2
COc1ccccc1CNC(=O)Cn1c(=O)oc2cc(Cl)ccc21
  -1.0, 3.3, -27.6
Cc1csc(NC(=O)c2ccc3c(=O)n4c(nc3c2)CCCCC4)n1
  -0.3, 5.4, -21.7
COCCNC(=O)[C@@H]1CCCN1C(=O)C1CCN(S(=O)(=O)c2ccc(C)cc2)CC1
  0.5, 23.8, -9.3
CSc1ccccc1NC(=O)c1cc(S(=O)(=O)N(C)C)ccc1N1CCCC1
  -1.3, 3.0, -6.1
O=C1c2ccccc2C(=O)N1Cc1nc(-c2ccncc2)no1
  -1.1, 6.3, -8.0
CCOC(=O)CCNC(=O)CCc1nnc(CCCc2ccccc2)o1
  -1.1, 19.9, -12.5

# Six entries from above, tab-delimited:
mol	STK33 kinase inh	OX1R antag-1	OX1R antag-2
CCOc1ccc(CC(=O)Nc2cc(=O)n(C)c(=O)n2C)cc1	-2.3	18.2	-17.2
COc1ccccc1CNC(=O)Cn1c(=O)oc2cc(Cl)ccc21	-1.0	3.3	-27.6
Cc1csc(NC(=O)c2ccc3c(=O)n4c(nc3c2)CCCCC4)n1	-0.3	5.4	-21.7
COCCNC(=O)[C@@H]1CCCN1C(=O)C1CCN(S(=O)(=O)c2ccc(C)cc2)CC1	0.5	23.8	-9.3
CSc1ccccc1NC(=O)c1cc(S(=O)(=O)N(C)C)ccc1N1CCCC1	-1.3	3.0	-6.1
O=C1c2ccccc2C(=O)N1Cc1nc(-c2ccncc2)no1	-1.1	6.3	-8.0

# Additional entries
# Below each SMILES: STK33 kinase inh, OX1R antag-1, OX1R antag-2
CCCCCCN1C=CC(=C2C(=O)c3ccccc3C2=O)C=C1
  -0.6, 20.9, -16.3
CCc1nnc(NC(=O)c2cccc(S(=O)(=O)N(C)c3ccc(OC)cc3)c2)s1
  -1.3, 25.0, -30.6
COc1ccc(-c2nnc(SC(=O)N3c4ccccc4Sc4ccccc43)o2)cc1
  -0.2, 14.2, -10.6
Nc1ncc(-c2cc3ccccc3oc2=O)s1
  1.1, 23.4, -10.9
CCCCCCC(=O)Nc1nc(C)c(-c2csc(Nc3cc(Cl)ccc3OC)n2)s1
  0.4, 19.4, -18.4
Cc1nc(SCc2ccccc2)c(C(F)(F)F)c(=O)[nH]1
  2.6, 14.2, -6.5
COC(=O)c1ccc(Oc2nc(C(N)=O)cc(-c3ccccc3)n2)cc1
  0.6, 14.0, -10.6
CCOC(=O)c1cc(-c2cccs2)nn1CCC#N
  -0.5, 29.0, 1.4
CCOC(=O)Cn1cnc2c(nnn2-c2ccc(C)cc2)c1=O
  -0.6, 1.9, -10.5
NS(=O)(=O)c1cccc(NC(=O)COC(=O)CC2Sc3ccccc3NC2=O)c1 (stereo not given)
  -0.4, 11.1, 0.3
Cc1cc(C)nc(NC(=O)/C=C/c2ccc3c(c2)OCO3)c1
  -0.2, 55.5, -3.1
O=C(NCCCN1CCOCC1)C1CCN(S(=O)(=O)c2ccccc2)CC1
  -0.2, 6.3, -13.8
